Source: PubChem (several laboratories)
NS5 inhibitors: Dengue-2 NS5 methyltransferase inhibitors, primary screen, biochemical, confirmation dose response (AID 588689); inhibition, % at 25 µM; hits with a dose series show IC50 in µM; Dengue-2 NS5 methyltransferase capping enzyme assay, biochemical; higher % means a stronger effect; hit rate 0.3% among 340,000; in the data active = a potency from the dose series; inconclusive = inhibition above about 29% without an active follow-up result
Myeloid diff 2: compounds promoting myeloid differentiation. ER-HoxA9 myeloid progenitors, lysozyme-GFP differentiation, flow cytometry. calls only at 10 µM. hit rate 1% among 360,000;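 active = normalized GFP-positive differentiation at or above the plate's own cutoff, the solvent-only control mean plus 3 SD; inconclusive = no clear call, values can overlap the other calls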;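 also: cells exposed to compound for four days before flow analysis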
NS5 inhibitors pilot replicate: second read-out of NS5 inhibitors, no call of its own (marks repeat the call); inhibition, %; measured here: pilot screen replicate inhibition
Myeloid diff 2 GFP+ MAC1+ %: recorded beside Myeloid diff 2, whose call it bears; GFP+ MAC1+ double positive, %; measured here: differentiation confirmed by MAC1 staining
Starred values were filed as active, the others as inactive; i = inactive; ? = inconclusive.

SMILES	NS5 inhibitors	Myeloid diff 2	Myeloid diff 2 GFP+ MAC1+ %	others
CN(C)C(CNS(=O)(=O)c1cc([N+](=O)[O-])ccc1Cl)c1ccco1 (stereo unspecified)	13%	i	0.5
O=C(CC1SC(N2CCOCC2)=NC1=O)Nc1ccccc1F (stereo unspecified)	4%	i	0.5
CCC1Oc2ccccc2N(CC(=O)NCCCN2CCOCC2)C1=O (stereo unspecified)	-1%	i	3.4
CC(C)(C)N1[C@@H](CC(=O)O)c2cc(C(F)(F)F)ccc2S1(=O)=O	-3%	i	1.0
O=C(CN1C(=O)NC(c2ccccc2)(c2ccccc2)C1=O)NC1CCCCC1	-4%	i	0.4
C=CCN1C(=O)c2ccc(C(=O)N(CC)CC(=O)Nc3c(F)cccc3F)cc2C1=O	-1%	i	0.5
Cc1cccc(C)c1NC(=O)CN(C)C(=O)c1cccc(S(=O)(=O)N2CCN(C)CC2)c1	0%	i	0.4
CCOc1cc(CO)cc(Br)c1OCC(=O)O	12%	i	0.8
CCOC(OCC)c1nc(N)[nH]c(=O)c1CCCCc1ccccc1	3%	i	0.9
C[C@@H]1CN([C@@H](C)CO)C(=O)Cc2cc(NS(=O)(=O)c3ccccc3)ccc2O[C@H]1CN(C)Cc1ccncc1	8%	i	0.6
Cc1ccc(NS(=O)(=O)c2cccc(C(=O)N3CCN(c4ncccn4)CC3)c2)cc1	1%	i	0.3
Cc1ccc(S(=O)(=O)N(C)c2ccc(C(=O)NCc3ccccc3F)cc2)cc1	3%	i	0.7
CCOc1ccc(C(=O)CCC(=O)N2CCN(S(=O)(=O)c3cccc(F)c3)CC2)cc1	-4%	i	0.6
COCCN(C(=O)COC(=O)c1ccc(Br)o1)c1c(N)n(Cc2ccccc2)c(=O)[nH]c1=O	1%	i	0.5
CCNC(=O)N(CC)C[C@H]1N[C@@](Cc2ccccc2)(C(=O)OC)[C@H]2C(=O)N(C)C(=O)[C@@H]12	5%	i	2.9	NS5 inhibitors pilot replicate=-0.9
CC(=O)OC1(C(C)=O)CCC2C3CC(C(F)(F)F)C4=CC(=O)CCC4(C)C3CCC21C (stereo unspecified)	-2%	i	1.3
COc1cccc(NC(=O)CN2CCC(NC(=O)c3ccccc3C)CC2)c1	-2%	i	0.7
CC(C)C(=O)Nc1cc(S(=O)(=O)N2CCOCC2)ccc1N1CCCCC1	5%	i	0.9
COc1ccc(CCN(C)C(=O)COc2ccc(N(C)S(=O)(=O)c3ccc(C)cc3)cc2)cc1OC	-4%	i	0.5
Cc1n[nH]c(C)c1S(=O)(=O)N1CCN(S(=O)(=O)c2ccccc2C#N)CC1	-8%	i	0.4
CCOc1ccc(OCCC(=O)NNC(=O)c2ccccc2Cl)cc1	-7%	i	1.1
CCN(CC(=O)Nc1ccc(NC(C)=O)cc1)C(=O)c1cccc(-n2cccc2)c1	-1%	i	0.8
CCOC(=O)c1c(C)cc(O)cc1O	-4%	i	1.8
Cc1ccc(S(=O)(=O)CCC(=O)N(Cc2nnc(-c3ccc(Cl)cc3)o2)C2CC2)cc1	-6%	i	0.7
CCS(=O)c1ccccc1C(=O)OCC(=O)Nc1ccc2ccccc2c1 (stereo unspecified)	7%	i	1.4
CC1(C)c2[nH]c3ccccc3c2C[C@@H]2C(=O)N(c3cc(F)ccc3F)C(=O)N21	-6%	i	1.7
OC[C@H]1O[C@@H](O[C@@H]2[C@@H](CO)O[C@@](O)(CO)[C@H]2O)[C@H](O)[C@@H](O)[C@H]1O	2%	i	0.8
COC(=O)[C@H](Cc1ccccc1)NC(=O)Cn1cnc2c(OCc3ccccc3)ncnc21	-4%	i	0.2	NS5 inhibitors pilot replicate=-6.4
Cc1ccc2c(c1)C1CN(C)CCC1N2S(=O)(=O)c1cccc(F)c1 (stereo unspecified)	-10%	i	0.7
COc1ccc(CCNC(=O)COC(=O)c2ccc(F)c(S(=O)(=O)N3CCOCC3)c2)cc1	2%	i	1.5
CNC(=O)c1c(NC(=O)CS(=O)(=O)c2ccc(F)cc2)sc(C)c1C	-4%	i	1.2
COc1ccc(OCCOC(=O)CNC(=O)c2ccc(F)cc2)cc1	1%	i	1.6
CN1CCC(CC(C(=O)N2CCCC2)(c2ccccc2)c2ccccc2)C1 (stereo unspecified)	-9%	i	0.3
CCN(C(=O)COC(=O)c1ncc(Cl)c(Cl)c1Cl)c1c(N)n(Cc2ccccc2)c(=O)[nH]c1=O	-7%	i	0.8
COc1ccc(CCNC(=O)COC(=O)Cc2cccc(F)c2)cc1	-10%	i	1.3
COc1ccc(NS(=O)(=O)c2ccc(C)c(C(=O)N3CCN(Cc4cc(OC)ccc4OC)CC3)c2)cc1	-4%	i	0.4
Cc1ccc(N(CCC#N)C(=O)COC(=O)c2cc(C)no2)cc1	4%	i	1.6
Cc1ccc(S(=O)(=O)N2[C@@H](c3ccc(F)cc3)C(C(=O)O)=CC[C@H]2c2cccs2)cc1	-9%	i	1.8
CC(=O)NCCC(=O)Nc1cc(S(=O)(=O)N2CCOCC2)ccc1N1CCCC1	-1%	i	1.2
C#CCN1C=C(C(=O)OCC)C(C)N(Cc2ccccc2I)S1(=O)=O (stereo unspecified)	0%	i	0.3	NS5 inhibitors pilot replicate=1.5
COC(=O)[C@H](Cc1ccc(O)cc1)NC(=O)Cn1cnc2c(SC)nc(N)nc21	-3%	i	1.2	NS5 inhibitors pilot replicate=-5.2
CNC(=O)c1c(NC(=O)C2=COCCO2)sc(C)c1C	-2%	i	0.6
CC(Sc1ncccn1)C(=O)NNC(=O)c1cccc(Cl)c1 (stereo unspecified)	15%	i	0.4
CCN(CC(=O)NCc1cccs1)S(=O)(=O)c1cccc(Br)c1	10%	i	0.7
COc1ccc(C(CNC(=O)c2cc(S(=O)(=O)NCc3ccccc3)ccc2C)N2CCOCC2)cc1 (stereo unspecified)	-8%	i	1.4
O=C1OCC2=C1C(c1ccc(Cl)cc1)c1cc3c(cc1O2)OCO3 (stereo unspecified)	-4%	i	0.5
CC1(C)NC(=O)N(CC(=O)N2CCN(S(=O)(=O)c3ccccc3F)CC2)C1=O	-4%	i	0.8
C=C(C)CNC(=O)C1CCC(=O)N(CCCc2ccccc2)C1 (stereo unspecified)	0%	i	0.1
C[C@@H]1CN([C@H](C)CO)S(=O)(=O)c2ccc(Br)cc2O[C@H]1CN(C)C(=O)Cc1ccccn1	3%	i	1.3
CC(C)(C)OC(=O)N1CCC(C(=O)Nc2cccc(C(=O)N3CCOCC3)c2)CC1	-3%	i	0.9
C/C(CC(=O)Nc1ccccc1C(F)(F)F)=N\NC(=O)c1cnccn1	-10%	i	0.4
COc1cccc(/C=C/C(=O)OCC(=O)N2c3ccccc3CC2C)c1 (stereo unspecified)	-8%	i	1.2
Cc1ccc(SCC(=O)OC(C)C(=O)NC2(C#N)CCCCC2)cc1 (stereo unspecified)	-7%	i	0.2
CCCN(CC(=O)Nc1ccccc1C)C(=O)c1ccc(N2CCCC2)c([N+](=O)[O-])c1	-4%	i	0.8
O=C(COC(=O)Cn1cnc2ccccc21)Nc1ccc(F)c(F)c1	-4%	i	1.2
Cn1nnnc1Sc1ncnc2scc(-c3cccc(C(F)(F)F)c3)c12	0%	i	2.1
CC1CC(C)CN(C(=O)COC(=O)c2ccc3c(c2)OCO3)C1 (stereo unspecified)	-12%	i	0.8
C=CC[C@@H](Cc1ccc(F)cc1)C(=O)OC[C@H]1CCCN1C(=O)[C@@H](CC=C)CC(=O)N[C@@H](CO)Cc1ccccc1	-6%	i	1.2	NS5 inhibitors pilot replicate=-0.3
O=C(NCc1nnnn1-c1ccc(Cl)cc1)C(=O)c1c[nH]c2ccccc12	-7%	i	0.3
C[C@H]1CN([C@@H](C)CO)C(=O)CCCn2nncc2CO[C@H]1CN(C)C(=O)Nc1ccc(N2CCCCC2)cc1	-1%	i	0.3

(list continues)
SMILES	NS5 inhibitors	Myeloid diff 2	Myeloid diff 2 GFP+ MAC1+ %	others
Cc1cccc(C(=O)NCC(=O)OCC(=O)NCCNC(=O)COC(=O)CNC(=O)c2cccc(C)c2)c1	4%	i	0.5
Cc1c(NC(=O)C(C)OC(=O)CCc2c[nH]c3ccccc23)c(=O)n(-c2ccccc2)n1C (stereo unspecified)	1%	i	1.1
CC(C)N(Cc1nnc(-c2ccccc2Cl)o1)C(=O)COc1cccc(Cl)c1	-3%	i	0.4
CN(C1(C)CCS(=O)(=O)C1)S(=O)(=O)c1cccc([N+](=O)[O-])c1 (stereo unspecified)	-1%	i	0.8
COC(=O)/C(=C\c1ccc([N+](=O)[O-])cc1)NC(=O)c1ccccc1	-9%	i	1.7
COc1ccc(NC(=O)c2ccc(-c3ccc(C(C)=O)cc3)o2)cn1	?	i	0.7
Cc1nn(Cc2ccccc2)c(C)c1CNC(=O)[C@H](C)N=C1NS(=O)(=O)c2ccccc21	0%	i	0.8
CCN(C(=O)COC(=O)Cc1ccc(F)cc1)c1c(N)n(Cc2ccccc2)c(=O)[nH]c1=O	-4%	i	0.6
COc1cccc(NC(=O)CN(C)C(=O)c2cc(S(=O)(=O)Nc3ccccc3OC)ccc2C)c1	-1%	i	1.0
COc1cccc(CC(=O)OCC(=O)N(C)CC(=O)Nc2ccccc2Cl)c1	5%	i	0.1
CCCCN1C(=O)C(CC(=O)NCCN2CCOCC2)CC(C(=O)N(C)C)=C1C (stereo unspecified)	4%	i	0.3
C[C@@H]1CN([C@H](C)CO)C(=O)c2cc(NC(=O)NC3CCCCC3)ccc2O[C@H]1CN(C)S(C)(=O)=O	-4%	i	3.0
Cc1ccc(S(=O)(=O)NCCCNC(=O)OCc2ccccc2)cc1	-6%	i	0.1
Cc1cccc(NC(=O)C2CC(=O)N(c3ccc4c(c3)OCCO4)C2)n1 (stereo unspecified)	-3%	i	0.3
O=C1CC(N2CCN(S(=O)(=O)c3ccc([N+](=O)[O-])cc3)CC2)C(=O)N1c1ccccc1F (stereo unspecified)	-2%	i	0.2
CCCCn1c(N)c(N(CC)C(=O)COc2ccc(C#N)cc2)c(=O)[nH]c1=O	5%	i	1.5
O=C(NNC(=O)c1ccncc1)Nc1ccc(Cl)cc1	-2%	i	1.0
CC(NC(=O)COC(=O)c1ccc2ccccc2n1)c1ccccc1 (stereo unspecified)	9%	i	1.1
CC(=O)Nc1ccc(NC(=O)c2ccc(S(=O)(=O)N3CCCCCC3)cc2)cc1	6%	i	0.6
CC1CCC2(CC1)NC(=O)N(CC(=O)Nc1ccc3c(c1)OCCCO3)C2=O (stereo unspecified)	0%	i	0.5
CCCN1CCN(C(=O)c2ccc(CS(=O)c3ccc(Br)cc3)o2)CC1 (stereo unspecified)	5%	i	3.4
CCn1nc(C(=O)Nc2cc(Cl)ccc2-n2cncn2)c2ccccc2c1=O	-2%	i	0.9
C=CCN1C(=O)c2ccc(C(=O)N3CCC(C(=O)OCC)CC3)cc2C1=O	0%	i	0.2
CCN1C(=O)N[C@H](c2ccccc2)C(C(C)=O)=C1C	2%	i	1.3
Cc1ccccc1OCC(=O)OCC(=O)NC1CC1	-3%	i	0.5
C=CCn1c(SCC(=O)NCC2CCCO2)nc2sc(CC)cc2c1=O (stereo unspecified)	-7%	i	0.4
CCCCn1c(N)c(N(CCOC)C(=O)COc2ccc(C(C)=O)cc2)c(=O)[nH]c1=O	-8%	i	0.7
Cc1ccc2c(c1)[C@H]1[C@H](CO2)[C@H](c2ccccc2)[C@]2(C)C(=O)N(CC3CCCO3)CC(=O)N12 (stereo partly specified)	0%	i	2.0
CC(C)C(=O)Nc1ccc(S(=O)(=O)N2CCC(c3nc4ccccc4[nH]3)CC2)cc1	-5%	i	1.1
CC1=C(C(=O)N2CCOCC2)CC(CC(=O)NCc2cccc3ccccc23)C(=O)N1CCCN1CCCC1=O (stereo unspecified)	3%	i	0.4
CN(C)S(=O)(=O)c1ccc(C(=O)NC(=O)CSc2nncs2)cc1	4%	i	0.3
O=C(COC(=O)COc1ccccc1)NC12CC3CC(CC(C3)C1)C2	4%	i	0.5

No new results follow: 13 of the compounds above.
SMILES	NS5 inhibitors	Myeloid diff 2	Myeloid diff 2 GFP+ MAC1+ %	others
CN(C)C(CNS(=O)(=O)c1cc([N+](=O)[O-])ccc1Cl)c1ccco1 (stereo unspecified)	13%	i	0.5
O=C(CC1SC(N2CCOCC2)=NC1=O)Nc1ccccc1F (stereo unspecified)	4%	i	0.5
CCC1Oc2ccccc2N(CC(=O)NCCCN2CCOCC2)C1=O (stereo unspecified)	-1%	i	3.4
CC(C)(C)N1[C@@H](CC(=O)O)c2cc(C(F)(F)F)ccc2S1(=O)=O	-3%	i	1.0
O=C(CN1C(=O)NC(c2ccccc2)(c2ccccc2)C1=O)NC1CCCCC1	-4%	i	0.4
C=CCN1C(=O)c2ccc(C(=O)N(CC)CC(=O)Nc3c(F)cccc3F)cc2C1=O	-1%	i	0.5
Cc1cccc(C)c1NC(=O)CN(C)C(=O)c1cccc(S(=O)(=O)N2CCN(C)CC2)c1	0%	i	0.4
CCOc1cc(CO)cc(Br)c1OCC(=O)O	12%	i	0.8
CCOC(OCC)c1nc(N)[nH]c(=O)c1CCCCc1ccccc1	3%	i	0.9
C[C@@H]1CN([C@@H](C)CO)C(=O)Cc2cc(NS(=O)(=O)c3ccccc3)ccc2O[C@H]1CN(C)Cc1ccncc1	8%	i	0.6
Cc1ccc(NS(=O)(=O)c2cccc(C(=O)N3CCN(c4ncccn4)CC3)c2)cc1	1%	i	0.3
Cc1ccc(S(=O)(=O)N(C)c2ccc(C(=O)NCc3ccccc3F)cc2)cc1	3%	i	0.7
CCOc1ccc(C(=O)CCC(=O)N2CCN(S(=O)(=O)c3cccc(F)c3)CC2)cc1	-4%	i	0.6

An excerpt; the hit share may differ from the screen's.
